Compound activity (PubChem BioAssay)
M1 PAM – human M1 muscarinic receptor positive allosteric modulators, primary screen, CHO-K1 cells, Fluo-8 calcium fluorescence, 1536-well; Muscarinic acetylcholine receptor M1 (Homo sapiens), P11229; CHO-K1 hM1, ACh EC20; 0% = ACh EC20, 100% = maximal ACh; activation, % at 3 µM; AID 588819, 2011; hit rate 0.088% among 360,000; in the data active = activation above about 19%, passing the limit was not always enough
CHRM4 agonist – human M4 muscarinic receptor agonists, primary screen, CHO-K1 cells, Fluo-8 calcium fluorescence | Muscarinic acetylcholine receptor M4 (Homo sapiens), P08173 | CHO-K1 hM4/Gqi5; vehicle 0%, full acetylcholine response 100% | activation, % at 3 µM | hit rate 0.14% among 360,000 | AID 624127, 2012;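 active = activation above the run mean over all test wells plus 3 SD, cut at about 32% in these data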;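 note: peak over basal fluorescence ratio per well then scaled between controls; 0% = DMSO wells and 100% = acetylcholine at EC100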
Target sequence (P08173 whole entry, looked up): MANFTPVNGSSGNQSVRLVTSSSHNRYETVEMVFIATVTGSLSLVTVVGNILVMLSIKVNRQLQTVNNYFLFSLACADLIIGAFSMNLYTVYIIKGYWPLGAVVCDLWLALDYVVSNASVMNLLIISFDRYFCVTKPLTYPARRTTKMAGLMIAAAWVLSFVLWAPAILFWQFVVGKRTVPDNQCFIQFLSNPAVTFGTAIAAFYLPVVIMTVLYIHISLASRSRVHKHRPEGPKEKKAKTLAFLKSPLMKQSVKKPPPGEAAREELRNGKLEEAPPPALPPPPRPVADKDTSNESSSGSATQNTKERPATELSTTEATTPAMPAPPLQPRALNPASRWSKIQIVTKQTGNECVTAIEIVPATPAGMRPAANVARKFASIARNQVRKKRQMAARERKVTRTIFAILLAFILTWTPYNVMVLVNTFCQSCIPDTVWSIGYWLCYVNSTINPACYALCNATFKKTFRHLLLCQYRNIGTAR
CHRM5 antagonist – human M5 muscarinic receptor antagonists, primary screen, CHO cells, Fluo-8 calcium fluorescence; Muscarinic acetylcholine receptor M5 (Homo sapiens), P08912; CHO-hM5 cells, ACh EC80; inhibition, % at 3 µM; hit rate 0.59% among 360,000;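 active = inhibition above a per-plate cutoff, the mean of that plate's test compounds plus 3 SD, cut at about 27% in these data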;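 note: 0% = acetylcholine EC80 with DMSO and 100% = DMSO without agonist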
Target sequence (P08912 whole entry, looked up): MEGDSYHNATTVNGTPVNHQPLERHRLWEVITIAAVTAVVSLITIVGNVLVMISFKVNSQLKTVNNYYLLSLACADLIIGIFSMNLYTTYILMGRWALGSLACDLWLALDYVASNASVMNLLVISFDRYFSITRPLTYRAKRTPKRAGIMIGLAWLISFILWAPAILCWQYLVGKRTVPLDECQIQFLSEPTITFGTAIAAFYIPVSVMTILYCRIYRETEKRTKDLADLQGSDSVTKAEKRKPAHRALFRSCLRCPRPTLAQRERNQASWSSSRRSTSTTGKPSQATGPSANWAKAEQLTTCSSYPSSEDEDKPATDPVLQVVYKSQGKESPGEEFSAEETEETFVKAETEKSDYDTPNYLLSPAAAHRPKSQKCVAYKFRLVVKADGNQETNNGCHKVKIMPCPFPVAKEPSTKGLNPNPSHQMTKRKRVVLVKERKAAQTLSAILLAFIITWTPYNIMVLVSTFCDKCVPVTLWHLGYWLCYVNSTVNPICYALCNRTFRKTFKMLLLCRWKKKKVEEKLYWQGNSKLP
M4 PAM – human M4 muscarinic receptor positive allosteric modulators, primary screen, CHO-K1 cells, Fluo-8 calcium fluorescence; CHO-K1 hM4/Gqi5, ACh EC20; 0% = ACh EC20, 100% = maximal ACh; activation, % at 3 µM; AID 624126, 2012; Muscarinic acetylcholine receptor M4 (Homo sapiens), P08173; hit rate 0.4% among 360,000;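 active = activation above its plate's cutoff, the mean activation of sample wells plus 3 SD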; note: some results filed as inactive read as strong as hits
M4 antag – human M4 muscarinic receptor antagonists, primary screen, CHO cells, Fluo-8 calcium fluorescence; Muscarinic acetylcholine receptor M4 (Homo sapiens), P08173; hit rate 0.73% among 360,000; inhibition, % at 3 µM; CHO-hM4 cells, ACh EC80;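 active = inhibition above its plate's cutoff, the mean inhibition of sample wells plus 3 SD, cut at about 27% in these data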;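 note: 0% = acetylcholine EC80 with DMSO and 100% = DMSO without agonist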
CHRM5 agonist – human M5 muscarinic receptor agonists, primary screen, CHO-K1 cells, Fluo-8 calcium fluorescence; hit rate 0.19% among 360,000; CHO-K1 hM5 cells; 0% DMSO wells, 100% maximal acetylcholine response; activation, % at 3 µM; Muscarinic acetylcholine receptor M5 (Homo sapiens), P08912;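 active = activation above the run's mean over test compounds plus 3 SD, cut at about 23% in these data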;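 note: signal is peak over basal fluorescence ratio across the kinetic read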
CRFBP-R2 agonist – agonists of CRF-BP/CRF-R2 complex, primary screen, cell-based, HEK293, calcium dye fluorescence, uHTS | CRF-binding protein / CRF receptor 2 complex (human) | calcium dye fluorescence (FLIPR); percent of saturating CRF peptide response | activation, % at 13.2 µM | hit rate 0.46% among 350,000 | AID 588473, 2011;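 active = activation of at least 50%, plus an integration ratio under a set limit after plate pattern correction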;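 note: plate controls were neutral control wells without compound for no effect and CRF at EC100 for full effect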
CRFBP-R2 block – antagonists of CRF-BP/CRF-R2 complex, primary screen, cell-based, HEK293, calcium dye fluorescence, uHTS; hit rate 0.59% among 350,000; inhibition, % at 11.8 µM; CRF-induced calcium fluorescence;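 active = inhibition of the ligand-induced calcium signal above about 50% at the single tested concentration, limit read from the data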
M5 PAM – human M5 muscarinic receptor positive allosteric modulators, primary screen, CHO-K1 cells, Fluo-8 calcium fluorescence; Muscarinic acetylcholine receptor M5 (Homo sapiens), P08912; CHO-K1 hM5, ACh EC20 PAM; 0% = ACh EC20, 100% = ACh EC100; activation, % at 3 µM; hit rate 0.3% among 360,000;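 active = activation above the run cutoff, the mean activation of all test compounds plus 3 SD, cut at about 18% in these data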
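System: CHO-K1 cell line with stable human muscarinic M5 receptor expression | Also added: EC20 acetylcholine as agonist stimulus | Compound: One concentration, 3 µM final (nominal) | Timing: Fluo-8 loading 80 min at 37 °C plus 30 min room temperature | Measured by: Fluo-8 calcium dye fluorescence, kinetic read | Read-out basis: % activation, ACh-normalized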
Starred values were filed as active, the others as inactive; nt = no result given.

entry	smiles	M1 PAM	CHRM4 agonist	CHRM5 antagonist	M4 PAM	M4 antag	CHRM5 agonist	CRFBP-R2 agonist	CRFBP-R2 block	M5 PAM
1	COc1cc(N)c(Cl)cc1C(=O)OCC(=O)NCC1CCCO1 (stereo unspecified)	7	0	-3	3	0	2	-0.8	9	3
2	CC(C)c1ccc(C(=O)N2CCCCC2c2cc(C(=O)NCc3cccnc3)no2)cc1 (stereo unspecified)	7	2	9	5	-13	0	nt	nt	-4
3	COc1ccc(NC(=O)CSc2nnc(-c3cccs3)n2-c2ccccc2)cc1	5	0	-5	-1	12	2	0.2	18	5
4	COc1ccc(OC)c(C(=O)NC(CC(N)=O)c2ccc(N3CCC(Cc4ccccc4)CC3)c([N+](=O)[O-])c2)c1 (stereo unspecified)	7	1	12	2	5	-2	0.8	0	-8
5	CN(CC(=O)Nc1c(Cl)cccc1Cl)C(=O)c1ccc(-n2cncn2)c([N+](=O)[O-])c1	10	2	10	4	-24	-4	-1.8	-3	-7
6	COc1ccc(NC(=O)Cn2nnc(C(=O)Nc3ccccc3C)c2N)cc1	0	1	7	-2	-1	4	-1.4	-20	1
7	Cc1ccc(Cn2c(=O)c3c(nc4n3CCN4Cc3ccco3)n(C)c2=O)cc1	9	2	-10	2	1	-10	-1.3	-3	8
8	COc1ccc(C)cc1NC(=O)CSc1nnc(-c2ccc(OC)c(OC)c2)n1N	4	1	-5	3	6	1	-0.7	4	0
9	COc1ccc(-c2cc(C(=O)N3CCN(c4ccccc4O)CC3)c3ccccc3n2)cc1OC	-12	15	28*	-8	19	-3	0.6	-13	-15
10	CCOc1ccc(OCCNC(=O)c2ccc3c(c2)nnn3CC)cc1	10	4	-2	11	-13	1	-0.6	-8	1
11	Cc1cc(C)cc(C(=O)NC(CC(N)=O)c2ccc(NCC3CC3)c([N+](=O)[O-])c2)c1 (stereo unspecified)	7	0	11	8	-10	-1	-1.2	4	1
12	COC(=O)C1=CN(Cc2ccc(F)cc2)C=C(C(=O)OC)C1c1cc(OC)c(OC)c(OC)c1	3	0	-10	3	0	-2	-1.2	17	8
13	CCn1c(SCC(=O)Nc2ccc3c(c2)OCCO3)nnc1-c1ccccn1	7	1	-4	8	-4	2	0.4	1	2
14	CCOP(=O)(OCC)C(Nc1cccc(C(F)(F)F)c1)c1ccc(C)cc1 (stereo unspecified)	3	-2	-1	2	-1	-3	-3.3	-98	-5
15	O=C(O)c1ccc(N2CCCCS2(=O)=O)cc1	4	0	-5	-1	11	-3	-3.3	16	5
16	CCOc1ccccc1CNC(=O)Cn1ccc2cc(S(=O)(=O)N3CCCCCC3)ccc21	-5	6	-11	-6	-4	-2	3.6	-13	8
17	O=C(COC(=O)c1cccc(OC(F)F)c1)Nc1cccc(S(=O)(=O)N2CCCC2)c1	-8	11	-2	-3	1	0	1.7	3	-11
18	O=S1(=O)N=C(N/N=C/c2ccco2)c2ccccc21	10	2	12	3	-2	-2	-1.2	16	-7
19	CCN(Cc1ccncc1)Cc1cn[nH]c1-c1ccc(OC)cc1F	12	3	-4	4	-3	-1	-2.6	12	-6
20	Cc1cccc(NC(=O)CSc2ccc(-c3cccnc3)nn2)c1	-3	8	0	4	-8	0	-0.5	2	-3
21	COc1cccc(OC)c1OCCCN1CCOCC1	8	0	1	14	7	-2	-1.1	6	5
22	Cc1cccc2cc(CN(Cc3ccccc3)C(=O)c3cccc(F)c3)c(Cl)nc12	-13	0	4	-2	-3	-1	1.7	-39	1
23	CCN(C(=O)c1ccnn1C)c1ccccc1	11	1	-8	16	-1	0	2.4	-21	3
24	Cc1cc2occ(CC(=O)OCC(=O)Nc3sc4c(c3C#N)CCC(C)C4)c2cc1C (stereo unspecified)	8	2	-5	4	-3	-1	2.1	-14	2
25	COC(=O)c1ccc(SCc2ccccc2)nc1	5	-1	13	1	-5	-3	-0.9	-4	-5
26	COc1ccc(OCCNS(=O)(=O)Cc2ccccc2)cc1	7	1	5	-3	8	-2	-1.7	3	-4
27	COCCCNCCOCCOc1ccc(Cl)cc1C(C)(C)C	-5	11	21	0	4	-2	1.0	-62	-7
28	Cc1ccc(S(=O)(=O)N2CCN(C(=O)CN3C(=O)NC(C)(c4ccc(Cl)cc4)C3=O)CC2)c(C)c1 (stereo unspecified)	4	12	9	8	-4	2	1.2	7	-3
29	CCOC(=O)N1CCN(C(=O)c2cc3c(ccc4ccccc43)oc2=O)CC1	7	2	0	-2	8	-7	-0.4	0	8
30	COc1ncccc1C(=O)N1CCCC(C(=O)c2cc(F)ccc2F)C1 (stereo unspecified)	13	0	4	-6	7	-4	-2.9	13	2

Next records follow:
entry	smiles	M1 PAM	CHRM4 agonist	CHRM5 antagonist	M4 PAM	M4 antag	CHRM5 agonist	CRFBP-R2 agonist	CRFBP-R2 block	M5 PAM
31	COC(=O)N/N=C(\C)c1ccc(OC(F)F)cc1OC(F)F	3	0	11	-5	1	-1	-0.7	26	-5
32	Cc1cc2nnc(SCc3ccc4c(c3)OCO4)n2c2ccccc12	4	1	-3	-1	-1	4	-1.4	12	6
33	Cc1noc(C)c1C(=O)NC(C)c1ccc2c(c1)OCO2 (stereo unspecified)	1	0	-1	2	0	2	1.6	2	-7
34	CN(C)[C@H]1CCN([C@@H]2CS(=O)(=O)N[C@H]2COCc2ccccc2)C1	0	0	-2	0	-4	0	nt	nt	4
35	COc1ccc(OC)c(S(=O)(=O)NCCOC23CC4CC(CC(C4)C2)C3)c1	-6	4	3	-13	11	0	1.1	-2	-8
36	CC1(C)CC(=O)C2=C(C1)OC(N)=C(C#N)C21C(=O)N2CCCc3cccc1c32 (stereo unspecified)	3	1	-10	0	-6	1	1.4	-14	3
37	COc1cccc(CC(NC(C)=O)C(=O)NC2CCN(S(=O)(=O)c3ccc(F)cc3)CC2)c1OC (stereo unspecified)	8	0	-26	9	-13	1	5.6	17	8
38	CC(C)OC(=O)N(C)C[C@@H]1OCc2cnnn2CCCC(=O)N([C@H](C)CO)C[C@@H]1C	6	0	4	4	-9	0	-1.7	0	-2
39	O=C(COC(=O)CN1C(=O)C2CCCCC2C1=O)NNC(=O)c1ccc(Cl)cc1 (stereo unspecified)	6	1	7	4	5	-2	-1.7	-5	3
40	CC(C)CCNC1=CC(=O)CC(c2ccccc2)C1 (stereo unspecified)	4	-1	-1	0	-6	-3	-0.8	15	-3
41	CCNS(=O)(=O)c1ccc(CCC(=O)N2CCN(c3ccc(OC)cc3)CC2)cc1	5	1	-1	1	-3	-4	0.0	34	-4
42	COc1ccc(N=Cc2ccc(-c3ccccc3)o2)cc1	6	1	4	6	-1	0	0.0	0	5
43	CC1(C)Cc2c(cnn2-c2cccc(F)c2)C(NC(=O)CCN2CCCC2=O)C1 (stereo unspecified)	5	1	5	5	4	-1	-0.7	-7	-4
44	C=CCSc1nc2c(c(=O)[nH]c(=O)n2C)n1Cc1ccc(C)cc1	3	1	0	0	-11	1	1.1	-25	-5
45	COc1ccc(NC(=O)CC(c2ccco2)C(C)C)cc1 (stereo unspecified)	0	0	4	-4	5	-5	-1.7	1	0
46	Cc1cc(Cl)ccc1-n1c(-c2cccnc2)n[nH]c1=S	4	0	13	-19	0	0	1.3	-6	-6
47	CC(=O)c1ccc(N2CCN(CC(=O)Nc3ccc4c(c3)OCCO4)CC2)cc1	9	2	23	8	-1	-3	-7.2	10	-10
48	COc1cc(OC)c(C(=O)Nc2cc(Cl)ccc2-n2cncn2)cc1OC	8	0	11	-5	7	2	0.5	-15	-4
49	CC(NC(=O)CCNC(=O)c1ccc(Br)cc1)c1ccc(S(N)(=O)=O)cc1 (stereo unspecified)	11	0	-5	4	-11	0	1.5	4	-4
50	Cc1nc2cc(CO)ccc2n1C	7	0	0	-1	6	0	0.9	-8	0
51	Cc1ccc(NC(=O)NC2CCCCC2)cc1S(=O)(=O)N1CCOCC1	4	4	7	2	-2	0	-0.6	5	-3
52	O=C(NC(NC1CCS(=O)(=O)C1)C(Cl)(Cl)Cl)c1ccc(Br)cc1 (stereo unspecified)	2	8	1	3	-8	6	-1.2	-8	-8
53	CCOC(=O)N1CCN(Cc2nc(N)nc(Nc3ccc(C)cc3)n2)CC1	0	-1	-4	-1	1	1	-0.2	-1	5

CHRM5 antagonist, entries above that show a hit.
| cpd | SMILES | M1 PAM | CHRM4 agonist | CHRM5 antagonist | M4 PAM | M4 antag | CHRM5 agonist | CRFBP-R2 agonist | CRFBP-R2 block |
| --- | --- | --- | --- | --- | --- | --- | --- | --- | --- |
| 9 | COc1ccc(-c2cc(C(=O)N3CCN(c4ccccc4O)CC3)c3ccccc3n2)cc1OC | -12 | 15 | 28* | -8 | 19 | -3 | 0.6 | -13 |

Rewritten with two lines to a compound: entries from further up
Results follow in this order: M1 PAM | CHRM4 agonist | CHRM5 antagonist | M4 PAM | M4 antag | CHRM5 agonist | CRFBP-R2 agonist | CRFBP-R2 block | M5 PAM
42: COc1ccc(N=Cc2ccc(-c3ccccc3)o2)cc1
→ 6 | 1 | 4 | 6 | -1 | 0 | 0.0 | 0 | 5
43: CC1(C)Cc2c(cnn2-c2cccc(F)c2)C(NC(=O)CCN2CCCC2=O)C1 (stereo unspecified)
→ 5 | 1 | 5 | 5 | 4 | -1 | -0.7 | -7 | -4
44: C=CCSc1nc2c(c(=O)[nH]c(=O)n2C)n1Cc1ccc(C)cc1
→ 3 | 1 | 0 | 0 | -11 | 1 | 1.1 | -25 | -5
45: COc1ccc(NC(=O)CC(c2ccco2)C(C)C)cc1 (stereo unspecified)
→ 0 | 0 | 4 | -4 | 5 | -5 | -1.7 | 1 | 0
46: Cc1cc(Cl)ccc1-n1c(-c2cccnc2)n[nH]c1=S
→ 4 | 0 | 13 | -19 | 0 | 0 | 1.3 | -6 | -6
47: CC(=O)c1ccc(N2CCN(CC(=O)Nc3ccc4c(c3)OCCO4)CC2)cc1
→ 9 | 2 | 23 | 8 | -1 | -3 | -7.2 | 10 | -10
48: COc1cc(OC)c(C(=O)Nc2cc(Cl)ccc2-n2cncn2)cc1OC
→ 8 | 0 | 11 | -5 | 7 | 2 | 0.5 | -15 | -4
49: CC(NC(=O)CCNC(=O)c1ccc(Br)cc1)c1ccc(S(N)(=O)=O)cc1 (stereo unspecified)
→ 11 | 0 | -5 | 4 | -11 | 0 | 1.5 | 4 | -4
50: Cc1nc2cc(CO)ccc2n1C
→ 7 | 0 | 0 | -1 | 6 | 0 | 0.9 | -8 | 0
51: Cc1ccc(NC(=O)NC2CCCCC2)cc1S(=O)(=O)N1CCOCC1
→ 4 | 4 | 7 | 2 | -2 | 0 | -0.6 | 5 | -3
52: O=C(NC(NC1CCS(=O)(=O)C1)C(Cl)(Cl)Cl)c1ccc(Br)cc1 (stereo unspecified)
→ 2 | 8 | 1 | 3 | -8 | 6 | -1.2 | -8 | -8
